Bioassay records from PubChem BioAssay.
V-ATPase pHluor – alters yeast V-ATPase proton transport; S. cerevisiae, pHLuorin cytosolic pH fluorescence; hit rate 0.37% among 350,000; response, % at 10 µM; in the data active means response mostly above about 7.3%, no sharp cut-off; inactive means mostly below about 5.4%; further: actives read high; inactives centre near 0; some compounds called inactive have numbers as strong as hits
Tat export inh – inhibitors of E. coli Tat protein transport; E. coli MC4100 TorA-mCherry Tat export, fluorescence; inhibition, % at 10 µM; hit rate 0.036% among 340,000; AID 488895;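 active means mean replicate inhibition at least 50% and at least half of replicates individually reaching 50%; inconclusive means only one of the two criteria met; inactive means neither criterion met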;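 further: exported cargo escapes ClpAP degradation while cytoplasmic cargo is degraded and loses fluorescence; 0% = median of neutral control wells and 100% = median of NaSCN control wells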
dFosB act – mouse delta FosB homodimer activation | hit rate 0.99% among 340,000 | P13346 | purified delta FosB, TAMRA-CDK5 oligo fluorescence polarization; percent of positive-control signal above neutral wells | AID 493131 | activation, % at 25 µM;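 active means mean activation above about 17%, with every replicate also reaching it, limit read from the data, passing the limit was not always enough; inconclusive means only one of the two conditions met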;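 further: fluorescence polarization rise as delta FosB binds a TAMRA Cdk5 AP-1 oligo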
Target sequence (P13346 whole entry, looked up): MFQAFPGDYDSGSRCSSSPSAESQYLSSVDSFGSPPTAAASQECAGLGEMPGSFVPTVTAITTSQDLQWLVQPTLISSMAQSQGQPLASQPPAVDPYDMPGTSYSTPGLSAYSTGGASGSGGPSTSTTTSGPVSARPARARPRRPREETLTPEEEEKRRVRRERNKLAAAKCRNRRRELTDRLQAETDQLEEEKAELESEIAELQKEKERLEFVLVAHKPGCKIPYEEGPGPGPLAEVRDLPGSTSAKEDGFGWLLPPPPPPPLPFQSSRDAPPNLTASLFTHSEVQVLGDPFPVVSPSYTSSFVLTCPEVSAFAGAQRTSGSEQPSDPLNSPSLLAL
MITF act – increases MITF-driven TRPM1 promoter luciferase signal; activation, % at 12.5 µM; SK-MEL-5 TRPM1-promoter luciferase, 24 h; % of positive control, neutral wells = 0; hit rate 0.75% among 300,000; AID 588334;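 active means mean activation of at least 80% with every replicate also reaching 80%; inconclusive means mean reaches 80% but some replicate falls short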;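 further: 0% = neutral control wells and 100% = parthenolide positive control wells; values of inactives mirror those of a sister screen read the other way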
Rtt109 HAT inh – inhibitors of Candida albicans Rtt109/Vps75 histone acetyltransferase; Q5AAJ8; purified Rtt109/Vps75, ThioGlo CoA-SH fluorescence, 4 h; inhibition, % at 34.9 µM; hit rate 0.16% among 330,000; AID 540336;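 active means inhibition of at least 50% in every replicate; inconclusive means best replicate reaches 50% inhibition but some replicates fall short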
Target sequence (Q5AAJ8 whole entry, looked up): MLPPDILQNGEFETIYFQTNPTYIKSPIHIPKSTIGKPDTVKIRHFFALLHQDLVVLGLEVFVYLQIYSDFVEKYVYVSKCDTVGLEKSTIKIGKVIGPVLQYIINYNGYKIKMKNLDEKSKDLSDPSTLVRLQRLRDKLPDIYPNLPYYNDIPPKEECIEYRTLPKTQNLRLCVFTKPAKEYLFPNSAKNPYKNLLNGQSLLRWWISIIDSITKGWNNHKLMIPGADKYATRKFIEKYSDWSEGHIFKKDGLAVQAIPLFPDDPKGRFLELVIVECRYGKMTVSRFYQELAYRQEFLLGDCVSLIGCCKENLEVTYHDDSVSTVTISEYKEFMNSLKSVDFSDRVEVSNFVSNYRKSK
CAL PDZ FP-1 – blocks peptide binding to human CAL PDZ domain | AID 504414 | hit rate 0.02% among 330,000 | purified CAL PDZ, TMR-peptide fluorescence polarization, 1 h | inhibition, % at 20 µM;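 active means highest replicate inhibition of at least 40%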;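 further: plate controls were DMSO neutral control wells for no effect and unlabeled competitor peptide control wells for full effect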
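Material: tagged CAL PDZ protein CerCALP, purified; buffer or medium: sodium phosphate/NaCl buffer pH 7.4 with TCEP, IgG, Thesit; also added: fluorescent TMR peptide probe; schedule: 1 h incubation at room temperature before polarization reading; technique: fluorescence polarization from S- and P-plane intensities, G-factor corrected; control set: unlabelled peptide and DMSO controls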
CDK5 p35 inh – blocks human CDK5/p35 kinase activity; inhibition, % at 10 µM; Recombinant CDK5/p35, ADP-Glo luminescence, 60 min; hit rate 0.01% among 330,000;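 active means highest replicate inhibition of at least 50% and at least 75% of replicates reaching 50%; inconclusive means only one of the two criteria met; inactive means both criteria failed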;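 further: plate controls were DMSO neutral control for no effect and GW8510 at 10 µM for full effect; many of its hits are not listed in these tables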
Wnt bcat act – activators of Wnt/beta-catenin signaling; Wnt/beta-catenin reporter cell assay, activator, plate reader; activation, % at 9.35 µM; hit rate 1.2% among 300,000; AID 743398; in the data active means activation above about 30%, passing the limit was not always enough; inconclusive means no clear call, values can overlap the other calls;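 further: 0% = neutral control wells and 100% = positive control wells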
cardiac RTF act – cardiac RTF calcium sensitization | P19429+P45379 | IANBD-labeled TnC RTF fluorescence at EC20 calcium; 0% EC20 calcium, 100% full calcium | activation, % at 7.2 µM | hit rate 0.24% among 340,000 | AID 493008;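 active means activation above the mean over all tested compounds plus 3 SD, cut at about 30% in these data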;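 further: rise in fluorescence read as greater calcium sensitivity of cardiac thin filaments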
CAL PDZ FP-2 – inhibitors of human CAL PDZ peptide binding | purified CAL PDZ, TMR-peptide fluorescence polarization, 1 h | inhibition, % at 24.9 µM | hit rate 0.92% among 300,000 | AID 602252;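 active means mean inhibition of at least 30% with at least half of replicates also reaching 30%; inconclusive means no clear call, values can overlap the other calls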;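 further: 0% = DMSO neutral control and 100% = excess unlabeled competitor peptide PRC23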
* = called active by the depositor; ? = inconclusive; · = not tested or not shown.

Results follow in this order: V-ATPase pHluor	Tat export inh	dFosB act	MITF act	Rtt109 HAT inh	CAL PDZ FP-1	CDK5 p35 inh	Wnt bcat act	cardiac RTF act	CAL PDZ FP-2
CC(=Nc1ccc(Br)cc1)c1sc2ccccc2c1O
 : 0	6	-1	62	4	-0.3	-0.9	-1	7	0
CCOc1ccc2[nH]c(=O)c(CN(CC3CCCN3CC)C(=O)NCc3ccccc3)cc2c1 (stereo unspecified)
 : 2	-1	5	-2	12	-1.4	-0.6	·	6	-4
CC(C)OC(=O)CSc1nnc(SCc2cccc3ccccc23)s1
 : 0	7	-8	6	9	-1.9	-0.2	-3	-1	7
Fc1cccc(Cl)c1/C=C/c1cnc2ccccc2n1
 : 0	0	-13	-4	·	-1.1	0.1	12	3	0
CN(Cc1nc2ccccc2c(=O)[nH]1)C(=O)c1cc2c(s1)CCCCC2
 : 11	2	-9	1	1	-1.1	-4.6	-1	-9	-5
CCN1CCN(Cc2ccc(NC(=O)c3ccc(C)c(NC(=O)c4ccc5n[nH]nc5c4)c3)cc2C(F)(F)F)CC1
 : 7	3	-10	-29	1	-2.9	0.3	-4	-6	-3
CCOC(=O)NC(=O)CSc1nc2ccc(C)cc2[nH]1
 : 1	-4	-14	-7	5	-0.7	-1.7	0	3	-7
Cc1cccc(Nc2nnc(C)c(=O)n2N)c1
 : 4	-21	3	5	4	-0.7	-0.1	1	3	1
ClC(=C\c1ccccc1)/C=N/N1CCN(c2ccccn2)CC1
 : -1	-9	0	61	-12	0.5	-1.2	·	-1	1
C[C@]12c3[nH]c4ccccc4c3CCN1C(=O)C(CC(=O)NCC13CC4CC(CC(C4)C1)C3)C[C@@H]2C(=O)N1CCCCC1 (stereo partly specified)
 : -2	-6	-14	-10	2	0.3	5.0	-3	-7	-4
O=C(CSc1nc2scc(-c3ccccc3)c2c(=O)[nH]1)N1CCOCC1
 : 3	-3	-7	20	2	-0.6	-8.6	-4	-7	0
CCc1n[nH]c(=S)n1/N=C/c1ccc(N(CC)CC)cc1
 : 8	-1	-19	0	2	-0.6	-0.9	-1	2	-1
NC(=O)c1ccsc1NC(=O)COC(=O)Cc1cccc2ccccc12
 : -1	2	-7	-20	?	-1.9	1.0	·	-3	-3
COc1cccc(CN2C(=O)c3cccc(N)c3C2=O)c1
 : 4	7	9	11	11	-3.4	-4.1	·	2	-1
C=CCc1ccc(OCCOc2cccc(/C=N/n3cnnc3)c2)c(OC)c1
 : 2	30	3	10	4	1.2	-5.9	·	-4	-7
CCOC(=O)Cc1nnc(NC(=O)C2CCCCC2)s1
 : -4	1	-8	13	5	-0.3	-0.2	6	-1	-1
Cc1ccc(OCCC(=O)Nc2ccccc2C(=O)N2CCCCC2)cc1
 : 0	-3	-5	4	-2	-2.4	0.7	1	-1	-2
Cc1ccc(C)c(N2CCN(C(=O)CCS(=O)(=O)c3ccc4c(c3)NC(=O)C(C)S4)CC2)c1 (stereo unspecified)
 : 0	-7	2	-31	10	-3.0	-0.4	-6	-5	-3
N#CC1=C(N)Oc2n[nH]c(-c3ccc(F)cc3)c2C1c1cccnc1 (stereo unspecified)
 : -3	0	-5	1	7	-1.6	-0.2	·	-6	2
CCCOc1ccc(CCC(=O)N/N=C/c2ccc([N+](=O)[O-])o2)cc1
 : -1	-8	-7	-48	0	1.5	-1.2	6	1	2
COc1ccc(Cc2n[nH]c(=S)o2)cc1
 : -1	8	2	-9	11	1.0	0.7	0	-6	0
NS(=O)(=O)c1cccc(NC(=O)Nc2ccccc2)c1
 : 4	-5	3	0	-9	-2.2	-1.3	1	4	·
Cc1cccc(C(=O)NCC(=O)OCC(=O)c2ccc(Cl)s2)c1
 : -3	-1	-12	-6	3	0.9	0.3	2	-4	-4
CCOC(=O)c1cc2sccc2n1CC(=O)N1CCN(C(=O)c2ccco2)CC1
 : 0	-2	-5	-1	5	-2.0	-1.2	·	1	-7
Cc1ccc(COC(=O)c2cccc(S(=O)(=O)N3CCCCCC3)c2)cc1
 : 1	9	-6	5	2	-1.4	0.1	-1	-4	2
COc1ccnc(Oc2ccccc2)c1C(=O)N/C=N/OCc1ccccc1F
 : 4	-3	-6	5	6	·	-3.2	-1	2	-8
COc1ccc(OC)c(S(=O)(=O)N2CCCC(C(=O)NCCN3CCOCC3)C2)c1 (stereo unspecified)
 : 2	-11	-6	·	-11	-2.1	1.1	1	-4	3
CN(Cc1c(F)cccc1Cl)C(=O)c1ccc(COc2ccccc2)cc1
 : 5	9	-13	10	-1	-2.1	-0.3	2	-2	-2
O=C(N/N=C/c1ccncc1)c1ccccc1
 : -2	6	4	1	-1	0.5	-1.5	·	4	-2
O=C(O)C1CCN(C(=O)CSc2nnc(-c3ccccc3)o2)CC1
 : -3	-2	-1	-5	1	0.2	0.0	0	0	-1
O=C1C2C3C=CC(C2C(=O)N1c1ccc(O)cc1)C1C2C(=O)N(c4ccc(O)cc4)C(=O)C2C31 (stereo unspecified)
 : 0	6	-7	9	-4	-0.9	-1.2	0	-1	2
N#Cc1ccc(OCC(=O)N2CCN(S(=O)(=O)c3ccc(Cl)s3)CC2)cc1
 : -3	-7	-7	-8	0	-0.5	-0.1	17	-3	1
O=C(Cn1ncc2c(=O)oc3ccccc3c21)NCC1COc2ccccc2O1 (stereo unspecified)
 : 2	-9	9	-5	15	-1.1	0.1	-1	10	·
Cc1c(Cl)cccc1NC(=S)N1CCN(Cc2ccc3c(c2)OCO3)CC1
 : -2	1	-5	-1	3	-2.7	1.5	0	4	-2
Cc1cccc(N2C(=O)C3C4C=CC(C4)C3C2=O)c1 (stereo unspecified)
 : 4	-8	5	-7	4	-0.2	1.2	-3	-1	-2
Cc1ccc(Cn2c(O)c(N=O)c3ccccc32)cc1
 : 4	-4	-11	-3	4	-3.9	-4.0	-1	-3	-2
CC(C)CCNC(=O)c1cc2c(s1)-c1ccccc1S(=O)(=O)C2
 : 0	-2	-20	7	8	-1.6	-0.6	1	0	0
COc1ccccc1CC(=O)Nc1ncc(C)s1
 : 0	14	0	·	0	-1.4	-4.6	1	8	-1
COc1ccc(OC)c(NC(=O)Nc2cnccn2)c1
 : -1	6	1	-1	9	-3.0	-1.1	2	-2	-7
CCc1ccc(CN2CCCC(CNC(=O)c3cc(OC)cc(OC)c3)C2)cc1 (stereo unspecified)
 : -3	-6	-10	-1	-4	-1.4	-0.2	0	-2	·
COc1ccccc1CNC(=O)COC(=O)c1ccc(C)c(S(=O)(=O)N2CCOCC2)c1
 : 4	4	-9	-3	-1	-1.8	-1.9	-2	5	-2
CCOC(=O)c1c(-c2ccc(C)cc2)csc1NC(=O)c1cc2ccccc2oc1=O
 : 0	-6	-6	2	0	-1.1	-0.8	12	2	-1
Cc1nc2ccc(NC(=O)c3ccco3)cc2nc1C
 : 2	-9	2	-34	13	0.1	3.2	0	-4	0
O=C(O)CSc1ccc2nnc(-c3cccnc3)n2n1
 : 0	-3	4	-6	-4	-1.4	-0.5	0	2	-3
c1ccn2c(SCc3cn4ccsc4n3)nnc2c1
 : -3	-2	-1	67	-4	-0.8	1.7	·	2	-3
CCC(C)NCCOCCOc1ccc(F)cc1 (stereo unspecified)
 : 1	-1	-4	·	13	·	-4.6	·	8	2
O=C(O)c1c(NC(=O)N2CCCC2)sc2c1CCCC2
 : 1	0	4	1	·	-0.8	0.7	22	4	-6
CCSc1nc2ccccc2n1CC(=O)N1CCOCC1
 : -2	-2	5	13	-2	-1.1	-1.4	-1	-4	5
COc1ccc(C(=O)Nc2ccc(C3(C#N)CCCC3)cc2)cc1OC
 : -2	3	-19	58	1	-3.6	1.2	7	7	·
Cc1csc(SCc2nnc(-c3ccc(Cl)cc3)o2)n1
 : -4	0	-12	50	0	-1.9	1.2	·	4	4
CC(C)c1ccccc1NC(=O)COC(=O)c1ccc(Cl)c(S(=O)(=O)N2CCCCCC2)c1
 : 5	8	3	3	-8	-2.3	-0.6	·	-1	-8
O=C(N/N=C/c1c(Cl)cccc1Cl)c1n[nH]c2c1CCCC2
 : -3	-1	-2	48	-1	-1.9	1.7	-7	-1	0
CCC(=O)Nc1nonc1-c1nc2ccccc2n1CC(C)C
 : -40	3	-3	-10	-11	-2.6	-1.0	-9	-2	-2
NNC(=O)CCS(=O)(=O)c1ccc2ccccc2c1
 : -2	-3	2	-12	-3	·	0.8	·	1	-1
CCN(CC)C(=O)c1c2c(nc3ccccc13)-c1ccccc1CC2
 : -3	7	-4	-5	-12	-0.3	-0.1	·	-5	-1
Cc1ccccc1S(=O)(=O)c1cc(C#N)c(=O)[nH]c1N
 : -1	-1	5	10	·	-1.4	-0.4	-2	1	-1
Cc1onc(-c2ccccc2)c1C(=O)NC(=S)Nc1sc2c(c1C#N)CCCC2
 : -3	5	-17	-5	-8	-1.4	-0.2	-5	-10	3
CCOc1cc(/C=C2\SC(=O)N(CC(=O)Nc3ccccc3F)C2=O)cc([N+](=O)[O-])c1O
 : -1	-2	-12	-12	12	1.3	-0.3	0	0	·
Cc1cc(C)n(CC(O)CN(c2ccccc2)S(=O)(=O)c2ccc3ccccc3c2)n1 (stereo unspecified)
 : 3	6	-6	-6	-3	-0.4	-1.0	2	11	0
CCOC(=O)c1cc(CC)sc1/N=C/C1C(=O)CCCC1=O
 : -2	-12	-10	0	-8	-0.1	-0.3	0	1	-3

Carrying on:
Results follow in this order: V-ATPase pHluor	Tat export inh	dFosB act	MITF act	Rtt109 HAT inh	CAL PDZ FP-1	CDK5 p35 inh	Wnt bcat act	cardiac RTF act	CAL PDZ FP-2
CCOc1ccc2c(c1)c(N=O)c(O)n2C
 : 5	-4	0	-4	-16	-4.2	-0.4	·	1	-4
COc1cc(S(=O)(=O)N(Cc2ccccc2)CC2CCCO2)ccc1-n1cnnn1 (stereo unspecified)
 : -3	-2	-14	5	10	-0.4	-0.4	-3	2	3
CCN(CC(=O)Nc1c(F)cccc1F)C(=O)c1cc(S(=O)(=O)N2CCOCC2)ccc1N1CCCC1
 : 1	-7	-6	-16	2	0.2	0.5	3	-3	·
Cc1cccc(C(=O)Oc2ccccc2C(=O)N2CCOCC2)c1
 : 0	-8	2	1	-4	0.5	1.0	15	-3	-7
O=C(NC1CCCC1)C(NS(=O)(=O)c1cccc2nsnc12)c1ccccc1 (stereo unspecified)
 : -8	8	-4	·	5	·	-1.3	·	-9	-1
CCN(CC)c1ccc(NC(=O)c2ccc(Cl)nc2)cc1
 : 2	-3	-2	-18	1	0.2	0.9	-13	-4	-5
CCN(CC)S(=O)(=O)c1cccc(C(=O)/C=C2/N(C)c3ccccc3C2(C)C)c1
 : -2	4	-2	-1	·	-3.6	1.2	-9	-7	-4
CCN(CC)C(=O)CSc1nc2cc(OC)c(OC)cc2c(=O)n1Cc1ccc(Cl)cc1
 : 2	9	0	·	-5	-2.6	-2.5	·	1	-3

Outcome played no part in choosing rows; 4.1% or so of the library scored in one or more.
